# CRFR2-BP ag = CRF-BP/CRF-R2 complex agonism; 350,000 compounds, 0.46% hits; HEK293 CRF-R2/CRF-BP, calcium dye fluorescence (FLIPR); percent of saturating CRF peptide response; activation, % at 13.2 µM;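 active = activation of at least 50%, plus an integration ratio under a set limit after plate pattern correction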;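 also: plate controls were neutral control wells without compound for no effect and CRF at EC100 for full effect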
# CHRM5 antagonist = CHRM5 antagonism in calcium assay | CHO-hM5 cells, Fluo-8 calcium fluorescence, ACh EC80 | inhibition, % at 3 µM | 360,000 compounds, 0.59% hits;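 active = inhibition above a per-plate cutoff, the mean of that plate's test compounds plus 3 SD, cut at about 27% in these data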;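 also: 0% = acetylcholine EC80 with DMSO and 100% = DMSO without agonist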
# Target sequence (P08912 whole entry, looked up): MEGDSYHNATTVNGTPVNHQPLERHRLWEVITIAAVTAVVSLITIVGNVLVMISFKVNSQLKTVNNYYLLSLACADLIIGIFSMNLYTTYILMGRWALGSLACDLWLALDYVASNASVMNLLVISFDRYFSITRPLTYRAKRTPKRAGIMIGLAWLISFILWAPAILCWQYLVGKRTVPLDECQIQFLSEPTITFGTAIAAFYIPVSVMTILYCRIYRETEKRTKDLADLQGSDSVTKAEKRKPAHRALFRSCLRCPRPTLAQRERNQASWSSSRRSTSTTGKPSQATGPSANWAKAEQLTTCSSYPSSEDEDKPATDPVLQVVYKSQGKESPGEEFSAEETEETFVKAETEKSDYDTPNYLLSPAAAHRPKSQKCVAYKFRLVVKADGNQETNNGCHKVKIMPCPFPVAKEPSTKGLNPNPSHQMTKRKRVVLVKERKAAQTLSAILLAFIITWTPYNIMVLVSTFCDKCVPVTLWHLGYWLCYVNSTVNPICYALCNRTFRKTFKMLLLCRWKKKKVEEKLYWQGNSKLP
# CRFBP-R2 block = antagonists of CRF-binding protein/CRF-R2 receptor complex | AID 588475 | HEK293 CRF-R2/CRF-BP, CRF-induced calcium fluorescence | 350,000 compounds, 0.59% hits | inhibition, % at 11.8 µM;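 active = inhibition of the ligand-induced calcium signal above about 50% at the single tested concentration, limit read from the data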
# CHRM4 agonist = CHRM4 agonism in calcium assay; activation, % at 3 µM; CHO-K1 hM4/Gqi5, Fluo-8 calcium fluorescence; vehicle 0%, full acetylcholine response 100%; 360,000 compounds, 0.14% hits;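 active = activation above the run mean over all test wells plus 3 SD, cut at about 32% in these data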;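 also: peak over basal fluorescence ratio per well then scaled between controls; 0% = DMSO wells and 100% = acetylcholine at EC100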
# Target sequence (P08173 whole entry, looked up): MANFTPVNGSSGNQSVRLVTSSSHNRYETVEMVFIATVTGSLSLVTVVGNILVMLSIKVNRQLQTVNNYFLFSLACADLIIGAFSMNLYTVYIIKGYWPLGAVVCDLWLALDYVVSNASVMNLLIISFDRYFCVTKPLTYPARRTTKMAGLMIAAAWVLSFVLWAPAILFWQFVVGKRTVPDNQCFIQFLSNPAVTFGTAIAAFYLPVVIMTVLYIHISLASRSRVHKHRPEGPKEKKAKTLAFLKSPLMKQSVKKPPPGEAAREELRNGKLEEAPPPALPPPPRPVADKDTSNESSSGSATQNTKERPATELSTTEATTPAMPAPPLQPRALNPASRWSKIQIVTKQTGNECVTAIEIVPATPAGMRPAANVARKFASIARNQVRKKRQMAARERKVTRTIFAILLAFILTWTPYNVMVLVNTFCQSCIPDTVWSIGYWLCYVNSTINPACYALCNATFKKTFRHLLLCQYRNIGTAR
# M4 antag = antagonists of human muscarinic M4 receptor (CHRM4); 360,000 compounds, 0.73% hits; inhibition, % at 3 µM; P08173; CHO-hM4 cells, ACh EC80, Fluo-8 calcium fluorescence; AID 624125;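 active = inhibition above its plate's cutoff, the mean inhibition of sample wells plus 3 SD, cut at about 27% in these data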;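 also: 0% = acetylcholine EC80 with DMSO and 100% = DMSO without agonist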
# CHRM5 PAM = potentiates acetylcholine response at human M5 receptor; AID 624038; CHO-K1 hM5, Fluo-8 calcium, ACh EC20 PAM; 0% = ACh EC20, 100% = ACh EC100; P08912; 360,000 compounds, 0.3% hits; activation, % at 3 µM;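 active = activation above the run cutoff, the mean activation of all test compounds plus 3 SD, cut at about 18% in these data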
#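 Assay system: CHO-K1 hM5 cells. Also added: acetylcholine at EC20 concentration, added after compound. Dosing: 3 µM, single dose. Times: compound preincubation 140 s before EC20 acetylcholine addition. Signal: Fluo-8 calcium fluorescence. Measure: % activation relative to EC20 and EC100 ACh responses. Repeats: singlicate, one well per test compound.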
# CHRM4 PAM = potentiates acetylcholine response at human M4 receptor; P08173; CHO-K1 hM4/Gqi5, Fluo-8 calcium fluorescence, ACh EC20; 0% = ACh EC20, 100% = maximal ACh; activation, % at 3 µM; 360,000 compounds, 0.4% hits; AID 624126;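 active = activation above its plate's cutoff, the mean activation of sample wells plus 3 SD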; also: some results filed as inactive read as strong as hits
# CHRM5 agonist = CHRM5 agonism in calcium assay; P08912; CHO-K1 hM5 cells, Fluo-8 calcium fluorescence; 0% DMSO wells, 100% maximal acetylcholine response; activation, % at 3 µM; 360,000 compounds, 0.19% hits;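 active = activation above the run's mean over test compounds plus 3 SD, cut at about 23% in these data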;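 also: signal is peak over basal fluorescence ratio across the kinetic read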
# IDE cell inh = inhibits human insulin-degrading enzyme in HEK cells | P14735 | FAbetaB cleavage, fluorescence polarization | inhibition, % at 5.59 µM | 320,000 compounds, 0.41% hits;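 active = percent inhibition above the average of all tested compounds plus 3 SD, set per screening campaign, cut at about 16% in these data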;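 also: IDE supplied by intact live HEK cells; FP after avidin binding of uncleaved biotin substrate so inhibition keeps polarization high; 0% = DMSO wells and 100% = 60 µM reference IDE inhibitor Ii1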
# Active calls of the source: *; x = no result given.
SMILES,CRFR2-BP ag,CHRM5 antagonist,CRFBP-R2 block,CHRM4 agonist,M4 antag,CHRM5 PAM,CHRM4 PAM,CHRM5 agonist,IDE cell inh
Cc1cc2c(c(=O)o1)C1(C(=O)N(C)c3ccccc31)C(C#N)=C(N)O2 (stereo unspecified),-1.4,-0.7,5.1,0.2,-2.8,-0.5,0.7,-6.8,5.1
Oc1[nH]c2ccccc2c1OCc1ccncc1,0.4,-2.3,5.0,-0.1,-9.1,3.3,2.0,-3.7,-1.0
NS(=O)(=O)c1ccc(NC(=O)CCCCCN2C(=O)c3ccccc3C2=O)cc1,0.8,4.5,3.8,2.5,-4.3,1.3,-0.8,-4.2,x
COc1ccc(OC)c(C2(O)CSC(=Nc3cccnc3)N2Cc2ccco2)c1 (stereo unspecified),-0.5,10.5,7.8,-0.7,2.6,-1.0,-5.9,-8.2,1.1
CCCCN(C(=O)c1cnccn1)c1c(N)n(CCC)c(=O)[nH]c1=O,3.7,0.5,6.2,0.4,0.1,1.5,4.5,6.5,6.3
CN(C(=O)CSc1cc(C(=O)c2nccn2C)c2ccccc2n1)c1ccccc1,-1.6,-4.4,0.7,9.7,15.3,2.7,8.2,3.7,1.3
O=C(O)CN(c1ccccn1)S(=O)(=O)c1ccc(Cl)cc1,2.6,-8.0,-6.4,0.5,-4.1,12.8,19.7*,-1.8,1.0
O=C(CN1C(=O)NC2(CCCC2)C1=O)N1CCCSC1=Nc1ccccc1,0.5,4.4,-4.6,0.6,8.0,3.6,-7.2,-3.0,x
COc1ccc(C(=O)NCC(=O)OCC(=O)c2ccc3c(c2)NC(=O)CO3)cc1OC,0.2,6.3,1.4,1.3,1.7,3.6,1.0,-0.5,-2.6
CCCCC[C@@H]1C=C(C(=O)O)[C@H](c2ccc(Cl)c(Cl)c2)N1S(=O)(=O)c1ccc(C)cc1,4.3,-5.3,27.6,3.5,-3.6,-3.7,-2.6,0.0,2.9
COc1ccccc1NC(=O)/C(=N/OCc1ccc(F)cc1)C(C)=O,1.2,0.4,-13.1,1.2,-2.7,0.7,7.2,-1.6,1.4
CCc1ccc(C(=O)COC(=O)c2cc([N+](=O)[O-])ccc2NCCO)cc1,0.8,25.9,-4.0,3.1,-9.9,-16.7,-1.7,-4.3,4.2
CN(C)S(=O)(=O)c1cccc(C(=O)N2CCN(C(=O)C3CCCO3)CC2)c1 (stereo unspecified),0.5,4.2,-14.9,-0.4,9.7,7.5,7.7,-1.8,-0.9
Nn1c(SCC(=O)Nc2ccc3c(c2)OCCO3)nnc1-c1cccnc1,-1.3,12.4,-5.7,0.2,-1.4,-10.0,8.8,-3.8,0.5
COc1ccc(OCCC(=O)Nc2ccc(S(N)(=O)=O)cc2)cc1,-1.3,7.4,4.5,0.8,-2.4,1.1,3.6,-0.1,-3.4
Cc1c(NC(=O)CCC(=O)N2CCCCC2)c(=O)n(-c2ccccc2)n1C,2.6,7.0,-10.7,0.4,0.7,-0.6,-5.2,-2.1,9.3
CN1CCc2c(sc(NC(=O)CS(=O)(=O)c3ccc(F)cc3)c2C(N)=O)C1,2.4,11.5,-2.3,-0.1,-5.4,-0.5,6.6,0.0,5.0
COC(=O)Nc1nncs1,-1.8,0.1,-0.3,-0.7,0.4,4.2,-8.8,-0.1,-1.0
COc1ccccc1S(=O)(=O)Cc1ccc(C(=O)N2CCCC2)o1,1.4,-4.6,3.9,-1.1,-14.6,-2.6,6.2,0.0,3.0
NC(=O)c1nsc(C(=O)N(CC(=O)NCc2ccco2)c2ccccc2F)c1N,-1.4,22.3,-15.0,4.3,-0.8,-10.2,-7.0,2.0,-3.6
CCCCCCCCN1C(=O)[C@H](CC(=O)NCc2cccc(C(F)(F)F)c2)C[C@@]2(C(=O)OCC)CCC=C12,x,4.0,x,2.5,-3.8,-8.2,-1.8,-1.7,x
CCOc1ccc(-c2nnc(-c3ccccc3)n2-c2ccccc2)cc1,-1.5,-1.7,18.2,0.0,9.1,0.5,12.1,-1.5,0.5
CCSc1ccc(C(=O)Nc2ccc(Br)cn2)cc1[N+](=O)[O-],-0.4,-2.2,-9.1,0.2,-3.2,4.9,2.1,-4.0,1.0
N#C/C(=C(/O)CSc1n[nH]c(N)n1)c1nc2ccccc2[nH]1,4.3,-0.2,-8.0,0.3,2.1,0.9,11.4,0.6,2.8
Cc1ccc(C)c(NS(=O)(=O)c2ccc(NC(=O)c3ccco3)cc2)c1,-0.3,10.0,-15.6,10.0,0.6,-12.0,-5.2,4.5,-0.5
# The results go on.
SMILES,CRFR2-BP ag,CHRM5 antagonist,CRFBP-R2 block,CHRM4 agonist,M4 antag,CHRM5 PAM,CHRM4 PAM,CHRM5 agonist,IDE cell inh
O=C(Nc1ccc(Cl)cc1)N(Cc1nc2ccccc2c(=O)[nH]1)Cc1cccs1,-0.7,-0.3,-63.6,2.0,11.8,-4.7,-9.4,0.7,9.5
O=C(CCCC(=O)N/N=C/c1ccccc1C(=O)O)N/N=C/c1ccccc1C(=O)O,-2.9,0.5,-6.5,0.3,-4.4,-1.3,7.9,-1.3,0.1
CC(C)CN1CCC(CNC(=O)CCc2nnc(Cc3c[nH]c4ccccc34)o2)CC1,-0.1,13.3,0.3,3.8,-10.5,0.7,8.7,2.1,-1.7
Cc1ccc(S(=O)(=O)NC(=O)N2CCCC2)cc1,-2.4,1.0,2.7,-0.3,-5.7,4.4,-0.8,5.5,x
CCN1CCN(c2nc3sc4c(c3c(=O)n2-c2ccc(OC)cc2)CCCCC4)CC1,0.2,-9.5,-20.1,0.4,2.3,12.8,9.0,-0.1,-1.6
CC(NC(=O)CN1CCOCC1)c1ccc(F)cc1 (stereo unspecified),-1.5,12.7,-1.5,-0.2,5.4,-3.6,1.8,-2.0,4.5
COc1cccc(/C=N/Nc2nc(Nc3ccccc3)nc(-n3nc(C)cc3C)n2)c1O,-1.8,15.6,3.8,42.5*,17.9,-15.2,-18.9,1.2,-6.0
O=C(NN1C(=O)C2C3C=CC(C4CC34)C2C1=O)c1ccc(Cl)cc1 (stereo unspecified),1.9,-4.3,1.7,0.8,-1.8,-7.4,-1.6,-1.6,2.8
CCOc1ccccc1CNC(=O)c1ccc(Sc2ccc(Cl)cc2)c(NC(C)=O)c1,-3.0,8.6,45.1,5.7,-9.1,-11.5,-7.2,-1.8,3.0
CC(=O)Nc1cc2oc3ccccc3c2cc1[N+](=O)[O-],-0.4,-0.2,-2.3,1.5,-8.5,1.1,5.5,0.3,x
CNC(=O)CCCCCNS(=O)(=O)c1ccc(C)cc1,-0.1,-8.5,32.8,0.2,-1.3,2.8,8.8,-0.3,-0.4
C/C(=N\NC(=O)C(=O)Nc1cc(Cl)ccc1Cl)c1ccncc1,-2.0,-5.0,-2.6,1.0,-7.0,2.1,12.9,-1.8,5.6
O=C(COC(=O)/C=C/c1cccs1)NC(c1ccccc1)c1ccccc1,0.6,-2.0,-6.9,0.0,13.0,5.7,4.2,-1.1,3.5
COc1cc(OC)cc(C(=O)N2CCN(c3ccc(N4CCOCC4)nn3)CC2)c1,-2.8,-2.4,0.4,0.5,-15.7,2.5,1.0,-5.3,2.0
NC(=O)c1ccccc1NC(=O)c1ccccc1S(=O)(=O)c1ccccc1[N+](=O)[O-],-1.5,-11.5,3.4,2.2,1.0,1.7,-2.0,0.3,2.0
Cc1ccc(OC(=O)CCC(=O)NC(C)c2ccccc2)cc1 (stereo unspecified),-0.7,1.7,1.4,0.2,-3.2,1.1,-4.8,-2.2,0.4
CCCCCCCCCCCC(=O)NC(C(=O)OCC)C(O)c1cccc([N+](=O)[O-])c1 (stereo unspecified),-0.6,2.4,8.2,2.1,1.6,11.1,9.1,-3.8,6.7
COC(=O)C1=C(C)NC2=C(C(=O)CC(C)(C)C2)C1c1ccsc1 (stereo unspecified),-2.1,1.0,-9.9,0.7,1.3,5.0,-2.8,-3.8,3.2
COc1ccc(S(=O)(=O)n2cccc2)cc1,-0.4,6.7,3.3,-0.6,3.3,-0.9,-2.3,-10.8,-1.6
Cc1cc(-c2nn(-c3ccccc3F)cc2CN(C)CC(O)CO)c(C)s1 (stereo unspecified),3.1,-3.4,-0.9,0.6,7.8,4.7,-14.3,0.6,1.9
CCCCNC1=CC(=O)C(=O)c2ccccc21,-3.3,-9.1,2.7,0.1,-1.5,5.4,0.1,-0.6,3.4
CS(=O)(=O)Oc1ccc2c(c1)O/C(=C\c1cccnc1)C2=O,2.2,3.4,-4.1,4.8,-8.9,-1.8,-4.1,2.0,6.5
N#C/C(=C\c1ccc(O)c(O)c1)C(=O)Nc1cccc2ncccc12,22.0,9.2,-34.0,4.2,8.1,-0.7,7.1,-1.5,5.7
O=C(COCc1nc2ccccc2c(=O)[nH]1)NCC1CCCCC1,-0.7,-7.4,-6.3,0.5,-6.6,8.6,5.2,0.5,-2.0
Nc1nnc(SCC(=O)Nc2cccc3ccccc23)s1,1.7,6.0,-0.9,1.6,-6.9,3.9,5.9,0.5,-8.1

# Structures shown so far containing a cyano group:
SMILES,CRFR2-BP ag,CHRM5 antagonist,CRFBP-R2 block,CHRM4 agonist,M4 antag,CHRM5 PAM,CHRM4 PAM,CHRM5 agonist,IDE cell inh
Cc1cc2c(c(=O)o1)C1(C(=O)N(C)c3ccccc31)C(C#N)=C(N)O2 (stereo unspecified),-1.4,-0.7,5.1,0.2,-2.8,-0.5,0.7,-6.8,5.1
N#C/C(=C(/O)CSc1n[nH]c(N)n1)c1nc2ccccc2[nH]1,4.3,-0.2,-8.0,0.3,2.1,0.9,11.4,0.6,2.8
N#C/C(=C\c1ccc(O)c(O)c1)C(=O)Nc1cccc2ncccc12,22.0,9.2,-34.0,4.2,8.1,-0.7,7.1,-1.5,5.7

# (list continues)
SMILES,CRFR2-BP ag,CHRM5 antagonist,CRFBP-R2 block,CHRM4 agonist,M4 antag,CHRM5 PAM,CHRM4 PAM,CHRM5 agonist,IDE cell inh
COc1ccccc1CN1CCC(CNS(=O)(=O)c2cc(-c3onc(C)c3C)ccc2OC)CC1,-0.3,15.1,-15.9,2.4,42.3*,-13.5,-22.6,-8.9,4.0
CC(=O)OC[C@@H]1CN(Cc2ccccc2)C[C@H](n2cnc3c(N(C)C(C)C)ncnc32)O1,x,-17.7,x,3.9,-9.3,8.6,-2.8,2.5,x
Cc1ccc2nc(C)c3c(c2c1)COC3,1.2,-6.8,-13.9,0.6,-2.8,5.8,-4.6,-2.6,1.7
Cc1cccc(N2C(=O)/C(=C/c3ccccn3)SC2=S)c1,1.4,5.2,-5.2,0.3,-3.7,3.0,1.8,0.6,3.5
CCc1ccc(NC(=O)CCC(=O)Nc2nnc(C(C)C)s2)cc1,-0.8,-4.8,5.3,0.9,4.0,3.4,-1.0,-1.9,2.8
O=C(Cc1ccc(Cl)cc1)N1CCc2ccccc2C1,-5.4,9.4,5.9,-0.4,2.8,-7.5,-2.7,-4.5,4.4
CCOC(=O)CCCc1ccc(/C(C)=N/NC(=S)NC)cc1,-1.2,0.3,0.5,1.5,3.2,-0.9,-14.3,0.0,2.8
CC(C)(C)C1CCC(=NNC(=O)C2COc3ccccc3O2)CC1 (stereo unspecified),0.6,-0.1,-0.8,1.2,-1.1,-3.9,7.9,1.7,2.2
O=C(NCc1cccnc1)C1CCC(CNS(=O)(=O)c2ccc(Cl)cc2)CC1 (stereo unspecified),-1.4,9.2,9.8,1.6,9.0,-3.6,-6.6,0.2,-3.9
CCOC(=O)CCNc1n[nH]c(=O)[nH]c1=O,1.2,-3.7,-7.7,1.1,11.5,-3.3,-5.2,0.1,3.8

# From PubChem BioAssay
